HIV RNase H inh = blocks HIV-1 RNase H cleavage of RNA/DNA duplex; RT-RNase H RNA/DNA duplex cleavage, fluorescence; inhibition, % at 10 µM; AID 565; P04585; 1.9% of 65,000 active; in the data active = inhibition above about 50%
RmlCD inh mix = inhibitors of RmlC and RmlD coupled enzymes | AID 1532 | inhibition, % at 5.5 µM | RmlC/RmlD coupled enzyme inhibition, 384-well mixture HTS | 0.39% of 110,000 active; in the data active = inhibition above about 30%, passing the limit was not always enough; note: strong numbers were not always called active
An asterisk follows results filed as active; x = not tested or not shown. Only part of the results is shown (hit frequency here may not be typical).

SMILES	HIV RNase H inh	RmlCD inh mix
CC(=O)N1CCN2C(=O)C1CCCC(=O)c1cc(C)ccc12 (centres undefined)	x	4.4
Cc1sc2ncn3cnnc3c2c1C	-10.4	-6.7
COC(=O)C1=C(N)Oc2cc(C)n(Cc3cccnc3)c(=O)c2C1c1ccc(OC)c(OC)c1 (centres undefined)	-15.4	x
OCCN1CCN(c2nc(NCc3ccco3)c3ccccc3n2)CC1	x	11.6
Cc1ccc(C(=O)N/C(=C\c2cccs2)C(=O)NC2CCCCC2)cc1	x	9.7
Clc1ccc(-c2nnc3sc(-c4ccccn4)nn23)cc1	-8.0	14.0
CCN1C(=O)/C(=C/c2cccs2)SC1=Nc1ccc(OC)cc1	x	-0.4
Cc1cccc(N2C(=O)CS/C2=N\NC(=O)c2ccc(Br)cc2)c1C	x	-9.7
CCc1nc(SCC(=O)Nc2cccc(C(F)(F)F)c2)c2c(=O)n(C)c(=O)n(C)c2n1	16.5	-15.0
Cc1ccc(S(=O)(=O)n2cnc3ccccc32)c(C)c1	x	-13.2
COc1ccc(C2CC(c3ccc(Cl)c(Cl)c3)Nc3nc(N)nn32)cc1 (centres undefined)	-9.2	-13.5
COc1ccc(N/C=C(\C#N)c2ccc(OCCCF)cc2)cc1	x	-9.0
CC(C)CCN(C(=O)Nc1ccccc1)C(C)c1cccs1 (centres undefined)	x	2.6
O=C(CCCc1c[nH]c2ccccc12)N1CCCCCC1	-11.2	-4.3
COc1ccc(CSc2nnnn2Cc2ccccc2)cc1OC	-40.1	10.5
CS(=O)(=O)N1CCN(c2ccccc2NC(=O)Cc2ccc(Cl)cc2)CC1	-0.2	-5.3
Cn1c(=O)c2c(ncn2CC(=O)Nc2nc(-c3ccccc3Cl)cs2)n(C)c1=O	-1.1	-10.4
O=C(CSc1ncnc2c1oc1ccccc12)N1CCc2ccccc2C1	-3.9	x
O=C(CSc1nc(O)cc(=O)n1-c1ccccc1)NCc1ccccc1	1.6	0.2
Nc1cc2nsnc2cc1Br	x	-3.7
O=C(Oc1cccnc1)c1cc2ccccc2oc1=O	0.3	-24.9
Cn1c(SCC2CCCCC2)nnc1-c1ccncc1	-7.5	-23.9
CC(C)c1nc2ccccn2c1NC1CCCCC1	x	-6.2
CCCCCSc1cc(OC)c(CCN(C)C)cc1OC	x	3.1
Cc1nnc(N2CCN(Cc3ccccc3)CC2)[nH]c1=O	-3.4	5.1
Cc1ccc(NC(=O)N2CCC(NC(=O)c3ccccc3C)CC2)cc1	-1.0	10.1
Cc1cccc(NC(=O)c2ccc(COc3ccc(Cl)cc3Cl)o2)n1	x	8.2
CN1C(=O)CC2(CC(=O)N(Cc3ccccc3)C2)C1=O (centres undefined)	-5.4	-8.9
O=C(Nc1ccccc1)c1ccc(-c2ccccc2C(F)(F)F)o1	x	9.8
C[C@]1(C(=O)O)C=C[C@@H](Cc2ccccc2)N1C(=O)c1ccccc1	x	12.4
CC(=NC1CCCCC1)C1=C(O)c2ccccc2C1=O	0.0	-3.6
Cc1onc(-c2ccccc2)c1C(=O)Nc1c(C)n(C)n(-c2ccccc2)c1=O	7.2	-7.8
c1cc2c(cc1Oc1nc(N3CCOCC3)nc(N3CCOCC3)n1)OCO2	-1.1	1.6
CN(C)C(=O)c1cc(Br)ccc1Cl	x	-3.7
Cc1ccc(N2CCCn3c2nc2c3c(=O)n(CCN3CCOCC3)c(=O)n2C)cc1	0.0	x
O=C1SCCc2c1n(Cc1ccccc1)c1ccccc21	x	-9.2

Taken from above:
CC(=NC1CCCCC1)C1=C(O)c2ccccc2C1=O @ RmlCD inh mix = -3.6
Cc1ccc(NC(=O)N2CCC(NC(=O)c3ccccc3C)CC2)cc1 @ HIV RNase H inh = -1.0
Cc1nnc(N2CCN(Cc3ccccc3)CC2)[nH]c1=O @ HIV RNase H inh = -3.4
CN1C(=O)CC2(CC(=O)N(Cc3ccccc3)C2)C1=O (centres undefined) @ HIV RNase H inh = -5.4
C[C@]1(C(=O)O)C=C[C@@H](Cc2ccccc2)N1C(=O)c1ccccc1 @ RmlCD inh mix = 12.4

Remaining list, next part.
SMILES	HIV RNase H inh	RmlCD inh mix
C=CCn1c(O)c(C=Nc2ccc(Cc3ccncc3)cc2)c(=O)[nH]c1=S	x	4.4
CCCC(=O)n1nc(-c2ccc(OC)cc2)nc1N	-1.8	4.2
CCn1c(SCC(N)=O)nnc1-c1cc2c(C)nn(-c3ccccc3)c2s1	3.6	7.6
CCc1nnc2n1N=C(c1ccc(OC)cc1)CS2	x	1.4
CCCOc1ccc(/C=c2\sc3nc(-c4ccco4)nn3c2=O)cc1OCC	24.1	x
CC(C)Cn1c(SCc2nc3ccccc3c(=O)[nH]2)nc2ccccc2c1=O	x	9.8
CCCNC(=O)Cn1cnc2sc(C(=O)N3CCN(c4ccc(F)cc4)CC3)c(C)c2c1=O	x	6.6
Cc1nc2cc(S(=O)(=O)N(C)C)ccc2n1-c1ccccc1	-19.6	0.7
CCC1CCCCN1C(=O)CN1C(=O)CSC1=O (centres undefined)	x	4.4
CN1CCN(CC(=O)C23CC4CC(CC(C4)C2)C3)CC1	-2.1	11.2
Cc1ccc(NC(=O)c2nc[nH]c2C(=O)N[C@@H](C)C(=O)OC(C)(C)C)cc1	x	4.4
Cc1cc(C)nc(SCNC(=O)c2ccc(F)cc2)n1	-4.8	2.9
COc1nc(-c2ccncc2)nc2ccccc12	x	-10.5
COc1ccc2cc(C#N)c(SCC(=O)NNC(=O)Cc3ccccc3)nc2c1	x	-6.3
CCOc1cc(/C=C2\N=C(SCC)SC2=O)cc([N+](=O)[O-])c1OC(C)=O	x	8.3
CCC(C)NC(=O)CCS(=O)(=O)c1ccc(Br)s1 (centres undefined)	-13.8	x
O=C(O)C(c1ccccc1)c1ccccc1	x	-14.0
COC(=O)CNC(=O)c1c(-c2ccccc2Cl)noc1C	-9.3	-15.8
Cc1cnc(-c2nnc(N(C)C(=O)c3ccccn3)s2)cn1	-9.3	x
CC1(C)Cc2noc(N)c2C(C)(C)N1OC(=O)c1ccco1	-4.0	-14.4
CCOC(=O)c1nn(-c2ccccc2C)c2nc(-c3ccc(C)cc3)c(C#N)c(=O)n12	x	8.4
N#Cc1ccccc1NC(=O)CC1CCCCC1	x	-0.4
COC(=O)c1ccc(NC(=O)C2CCN(S(C)(=O)=O)CC2)cc1	-7.1	-19.0
O=C(Cc1cc(=O)oc2cc(O)ccc12)NCC1CCC(C(=O)O)CC1 (centres undefined)	0.6	110.5

Four successive entries out of the list so far, quoted:
SMILES	HIV RNase H inh	RmlCD inh mix
COc1nc(-c2ccncc2)nc2ccccc12	x	-10.5
COc1ccc2cc(C#N)c(SCC(=O)NNC(=O)Cc3ccccc3)nc2c1	x	-6.3
CCOc1cc(/C=C2\N=C(SCC)SC2=O)cc([N+](=O)[O-])c1OC(C)=O	x	8.3
CCC(C)NC(=O)CCS(=O)(=O)c1ccc(Br)s1 (centres undefined)	-13.8	x

The results go on:
SMILES	HIV RNase H inh	RmlCD inh mix
COc1ccccc1CN(Cc1cc2cc(C)ccc2[nH]c1=O)Cc1nnnn1CC1CCCO1 (centres undefined)	8.1	6.3
O=C(c1csc2c1CCCC2)n1cccn1	-16.7	x
CC1SC(c2ccc(Cl)cc2)NC1=O (centres undefined)	x	-9.8
CCOC(=O)C1=C(C)NC2=C(C(=O)CC(C)(C)C2)C1c1ccc2c(c1)CCCN2C (centres undefined)	13.2	9.2
Cn1cccc1/C=N/n1c(-c2ccc(C(C)(C)C)cc2)n[nH]c1=S	x	-10.7
O=C1[C@H]2[C@@H](C(=O)N1c1cc(Cl)cc(Cl)c1)[C@]1(C(=O)Nc3ccccc31)N1CCC[C@@H]21	-10.2	7.7
Cc1cc(Oc2cnn(C(C)(C)C)c(=O)c2Cl)cc(C(C)C)c1	x	-13.7
COc1ccc(OC)c(-c2cc(C(=O)NCc3cccs3)no2)c1	29.0	-7.0
O=C(C1CCN(c2nnc(-n3cccc3)s2)CC1)N1CCN(c2cccc(C(F)(F)F)c2)CC1	9.2	-11.5
N#Cc1c(N2CCOCC2)nc(-c2ccco2)c2c1CCCC2	21.0	-36.5
O=C(CSc1nnc(-c2ccncc2)o1)Nc1ccccc1Cl	-3.8	11.8
COc1cc(-c2cc(=O)c3ccccc3o2)ccc1O	x	6.9
Oc1ccccc1-c1cc(-c2ccco2)[nH]n1	x	4.9
CC(C)c1ccc(NC(=O)C(c2ccccc2)N2CCOCC2)cc1 (centres undefined)	-6.0	2.3
O=C(Nc1cccc(Cl)c1)ON=C1c2ccccc2-c2ccccc21	x	-2.8
CCc1ccc(C(C)NC(=O)c2ccc(F)cc2)cc1 (centres undefined)	x	6.9
CCOC(=O)N1CCN(S(=O)(=O)N(C)C)CC1	-3.3	5.9
OC(COCc1ccccc1)CN1CCN(c2ccccc2)CC1 (centres undefined)	-7.2	-14.2
CCCCSc1cc(C)nc2ncnn12	-0.3	-11.4
C=C(C)Cn1c(CCCNC(=O)C(C)(C)C)nc2ccccc21	5.2	-5.4
Cc1ccc(C2CC(c3cccc(C)c3)n3ncnc3N2)cc1 (centres undefined)	4.6	9.7
CCCCNCc1cc(OC)c(OCC(N)=O)cc1Br	x	4.0
CCN1CCN(CC(=O)Nc2ccc3c(c2)OCO3)C(=O)C1=O	-15.2	21.9
CC(Sc1nnc2ccccn12)C(=O)Nc1ccc(Cl)cn1 (centres undefined)	-6.8	6.2

4 records picked at random from the list so far, as already listed:
SMILES	HIV RNase H inh	RmlCD inh mix
CCc1ccc(C(C)NC(=O)c2ccc(F)cc2)cc1 (centres undefined)	x	6.9
CCCCNCc1cc(OC)c(OCC(N)=O)cc1Br	x	4.0
OC(COCc1ccccc1)CN1CCN(c2ccccc2)CC1 (centres undefined)	-7.2	-14.2
CCCCSc1cc(C)nc2ncnn12	-0.3	-11.4

The list goes on:
SMILES	HIV RNase H inh	RmlCD inh mix
CC1CC(C)CN(CCCNC(=O)c2csc3c2CCCC3)C1 (centres undefined)	x	4.3
COc1cccc(OC)c1C(=O)Nc1ccc(NC(=O)c2ccco2)cc1	0.4	1.7
CN(O)/C=C1\C(=O)Nc2ccccc21	x	-4.0
c1ccc2c(c1)ncc1cccn12	-18.7	-4.2
CCOC(=O)N1CCC(NC(=O)Cn2ncn3c(cc4sc(CC)cc43)c2=O)CC1	-2.5	x
CCCCC1C(C#N)=C(C)NC2=C1C(=O)CC(C)(C)C2 (centres undefined)	x	-111.5
Clc1cccc(NCc2nnc(SCc3ccc(Cl)cc3Cl)o2)c1	x	3.3
CC1CCCCN1S(=O)(=O)c1ccc(C(=O)Nc2nnc(-c3ccccc3Cl)o2)cc1 (centres undefined)	-5.7	x
CCCn1c(C2CC(=O)N(c3cc(OC)ccc3OC)C2)nc2ccccc21 (centres undefined)	-1.8	-0.7
CC(C)c1ccc(-c2c(C#N)c(N)nc(SCC(=O)N3CCCCC3)c2C#N)cc1	x	-8.5
N#CC(c1ccccc1)c1ccc2c(C(F)(F)F)cc(C(F)(F)F)nc2n1 (centres undefined)	x	-14.1
CC1=C(C(=O)OCC(C)C)C(c2cc3c(cc2Br)OCO3)NC(=O)N1C (centres undefined)	-21.3	4.2
Cc1nn(Cc2ccccc2)c2c1C(c1ccc(Cl)cc1)C(C#N)=C(N)O2 (centres undefined)	x	-58.0
CCN(CC)CCCNc1oc(-c2cccc(Cl)c2)nc1C#N	-11.8	2.6
O=C(CSc1ccccc1Cl)c1ccco1	-54.5	-9.3
Cc1c(C)n(CC(O)CN2CCOCC2)c2ccccc12 (centres undefined)	7.8	7.0
O=C(c1ccco1)N1CCC(n2nnc3ccccc32)CC1	-9.5	2.0
CCOc1ccccc1N(C(=O)CNC(=O)c1ccco1)C(C(=O)NC(C)(C)C)c1ccncc1 (centres undefined)	-12.3	10.3
C#CC(CC)(CC)NC(=S)Nc1cccc(C(C)=O)c1	x	-8.3
COc1ccc2occ(C(=O)c3cccs3)c2c1	x	6.1
CCC(C)NCC(=O)Nc1sc2c(c1C(N)=O)CCC2 (centres undefined)	x	1.4

Bioassay records (PubChem BioAssay)
